Rab2 wt GTP: changes GTP binding to wildtype dog Rab2A, up or down; P61105; GST-Rab2 wt beads, Bodipy-GTP binding, flow cytometry; GTP binding activity, % at 10 µM; actives 0.19% (n = 190,000); AID 760;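 active = GTP binding activity at least 20 points away from 100%, either lowered or raised; inconclusive = signal likely due to the compound's own green fluorescence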;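 also: 0% = beads with excess unlabeled GTP and 100% = no-compound control corrected for plate trend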
Mcl1-Noxa inh: disrupts binding of human Mcl-1 to Noxa peptide. TR-FRET Mcl-1/Noxa peptide binding, 2 h. actives 1.5% (n = 220,000). Q07820. inhibition, % at 21.7 µM;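 active = compounds that cut the protein-peptide binding signal by more than 50% relative to plate controls in a single-dose test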;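 also: His-tagged Mcl-1 with rhodamine Noxa BH3 peptide and terbium anti-His antibody; 0% = Mcl-1 plus Noxa peptide wells and 100% = peptide-only wells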
Target sequence (Q07820 whole entry, looked up): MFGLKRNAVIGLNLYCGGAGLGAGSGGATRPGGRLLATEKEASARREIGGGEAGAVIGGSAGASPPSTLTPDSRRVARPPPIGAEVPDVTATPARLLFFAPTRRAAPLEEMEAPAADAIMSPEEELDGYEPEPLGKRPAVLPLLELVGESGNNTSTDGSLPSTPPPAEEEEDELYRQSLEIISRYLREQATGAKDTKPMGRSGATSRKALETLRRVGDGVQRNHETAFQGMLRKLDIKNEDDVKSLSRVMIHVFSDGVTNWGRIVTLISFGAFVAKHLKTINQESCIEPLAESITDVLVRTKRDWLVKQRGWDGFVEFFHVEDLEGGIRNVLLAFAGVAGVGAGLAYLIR
Rac1 mut GTP: alters GTP binding to activated mutant human Rac1 | P63000 | GST-Rac1 activated beads, fluorescent GTP binding, flow cytometry; actives lie on both sides; 100% means binding = to untreated wells | percent activity (GTP binding), % at 10 µM | actives 0.11% (n = 190,000) | AID 764;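 active = GTP binding at least 20 percentage points away from the 100% baseline, in either direction, so actives lie on both sides; inconclusive = Compound likely fluorescent itself, or too few beads counted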
Rab7 wt GTP bind: dog Rab7 wildtype GTP binding, inhibitors and activators. GST-Rab7 beads, fluorescent GTP binding, flow cytometry; actives lie on both sides; untreated = 100%, excess cold GTP = 0%. GTP binding activity (percent of control), % at 10 µM. actives 0.055% (n = 190,000);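 active = fluorescent GTP binding to Rab7 beads changed by at least 20 points from the 100% baseline, either direction, mostly lower; inconclusive = compound itself probably fluorescent, or too few beads counted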;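 also: median green fluorescence of bound Bodipy-FL-GTP per Rab7 bead population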
HRas wt GTP: modulators of GTP binding to human HRas wildtype; P01112; GST-Ras wt beads, Bodipy-FL-GTP binding, flow cytometry; actives lie on both sides; GTP binding activity, % at 10 µM; actives 0.14% (n = 190,000); AID 759;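 active = GTP binding activity at least 20% away from the 100% baseline, either lowered as inhibitor or raised as activator; inconclusive = flagged as likely green fluorescent, judged across all proteins in the well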;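 also: 0% = unlabeled GTP competition control and 100% = no-compound control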
Target sequence (P01112 whole entry, looked up): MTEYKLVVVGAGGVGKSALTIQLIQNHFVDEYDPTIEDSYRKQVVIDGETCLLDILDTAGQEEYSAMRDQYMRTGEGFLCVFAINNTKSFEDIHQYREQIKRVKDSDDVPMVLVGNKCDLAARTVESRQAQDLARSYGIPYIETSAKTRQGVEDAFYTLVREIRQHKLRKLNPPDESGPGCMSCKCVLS
Pf gametocyte: kills late stage P. falciparum gametocytes; P. falciparum stage V gametocytes, ATP luminescence, 24 h; inhibition, % at 10.9 µM; actives 0.065% (n = 150,000);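 active = inhibition above the mean plus 3 SD of compounds within the control limits, set per campaign, cut at about 38% in these data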;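 also: 0% = DMSO wells and 100% = medium only without gametocytes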
Cdc42 wt: changes GTP binding to wildtype human Cdc42; P60953; GST-Cdc42 beads, Bodipy-GTP binding, flow cytometry; actives lie on both sides; percent activity (GTP binding), % at 10 µM; actives 0.2% (n = 190,000); AID 761;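 active = percent activity GTP binding at least 20 points away from the 100% baseline, either down as inhibitor or up as activator; inconclusive = compound flagged as likely green fluorescent from well-wide comparison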;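 also: median bead fluorescence of bound Bodipy-FL-GTP at 100 nM; 0% = excess unlabeled GTP control and 100% = no compound control; below 100% means less GTP binding so inhibitor and above means activator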
Target sequence (P60953 whole entry, looked up): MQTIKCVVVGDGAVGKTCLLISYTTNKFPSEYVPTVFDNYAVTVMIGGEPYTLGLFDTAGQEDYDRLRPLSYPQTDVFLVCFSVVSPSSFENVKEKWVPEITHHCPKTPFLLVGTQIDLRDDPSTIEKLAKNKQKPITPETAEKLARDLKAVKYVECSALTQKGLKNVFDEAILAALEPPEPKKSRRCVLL
Mcl1 Bid PPI: Mcl-1/Bid interaction inhibition; inhibition, % at 21.7 µM; actives 0.97% (n = 220,000); AID 1021; Q07820; TR-FRET Mcl-1/Bid-Dy647 peptide binding, 1536-well;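 active = compounds that cut the binding signal by more than half at the single screening dose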;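 also: His-tagged Mcl-1 with europium anti-His antibody binding Bid BH3 peptide; 0% = Mcl-1 plus peptide wells and 100% = peptide-only wells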
GSH bead fluor: compound fluoresces at 488/530 nm on GSH beads; fluorescence (KMESF) at 10 µM; GSH beads flow cytometry, compound fluorescence 488/530 nm; stronger effect = higher value; AID 1776; actives 0.25% (n = 190,000); in the data active = fluorescence above about 89;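 also: glutathione beads carrying GST-tagged Bcl family fusion proteins plus one bare bead set; values are compound well signal with DMSO vehicle wells as background; inactives centre near 16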
Rac1 wt GTP bind: alters GTP binding to wildtype human Rac1 | P63000 | GST-Rac1 beads, fluorescent GTP binding, flow cytometry; actives lie on both sides; 0 = cold GTP competed, 100 = untreated | GTP binding activity (% of control), % at 10 µM | actives 0.27% (n = 190,000);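 active = GTP binding activity at least 20 points away from the 100% control level, either lower or higher; inconclusive = compound flagged as likely green fluorescent, judged across all proteins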
Avidin fluor: compound fluoresces at 488/530 nm on avidin beads; compound fluorescence 488/530 nm, flow cytometry; stronger effect = higher value; fluorescence (KMESF) at 10 µM; actives 0.38% (n = 220,000); AID 1775; in the data active = fluorescence above about 47; also: inactives centre near 10
Starred values were filed as active, the others as inactive; ? = inconclusive; / = not tested or not shown.

no. | mol | Avidin fluor | Mcl1 Bid PPI | Cdc42 wt | Pf gametocyte | Rab2 wt GTP | Rab7 wt GTP bind | GSH bead fluor | HRas wt GTP | Rac1 wt GTP bind | Mcl1-Noxa inh | Rac1 mut GTP
1 | Cc1cc(C)nc(NNC2=CC(=[N+]3CCCC3)CCC2)n1 | 13 | -22 | 102 | / | 102 | 101 | 8 | 99 | 101 | 21 | 97
2 | COc1cc(Br)cc2cc(C(=O)N3CCN(C(=O)c4ccco4)CC3)c(=O)oc12 | 8 | -23 | 95 | / | 96 | 96 | 7 | 98 | 94 | -19 | 97
3 | Cc1cc2c(=O)n(Cc3ccco3)c(SCC(=O)c3ccc(Cl)s3)nc2s1 | 14 | -29 | 97 | -22 | 95 | 93 | 39 | 96 | 94 | -3 | 97
4 | Cc1cc(C)c(C#N)c(Nc2ccc3c(c2)OCCO3)n1 | 26 | -15 | 103 | / | 100 | 104 | 15 | 100 | 107 | -9 | 98
5 | COc1ccc(CCNC(=O)Cn2cc(C(F)(F)F)cc(Cl)c2=O)cc1 | 3 | -6 | 102 | 9 | 101 | 105 | 15 | 103 | 103 | -7 | 101
6 | CCCn1c(C)cc(C(=O)COC(=O)c2cc(S(=O)(=O)NCC(C)C)c(Cl)cc2Cl)c1C | 10 | -6 | 103 | -12 | 100 | 102 | 11 | 103 | 110 | -10 | 101
7 | CC(=O)N1CCN(c2ccc(S(C)(=O)=O)cc2[N+](=O)[O-])CC1 | 25 | -14 | 96 | -17 | 96 | 97 | 23 | 95 | 99 | 2 | 98
8 | CC(=O)N1N=C(c2ccco2)CC1c1ccc(C)cc1 (stereo not given) | 18 | -18 | 103 | -7 | 97 | 99 | 17 | 99 | 105 | -1 | 100
9 | COc1ccc(-n2c(SCc3ccc([N+](=O)[O-])cc3)nnc2-c2ccc(C)cc2)cc1 | 10 | 2 | 102 | 16 | 97 | 99 | 9 | 99 | 101 | 25 | 97
10 | Fc1ccccc1COc1ccc(/C=N/NC(=S)NCc2ccccc2)cc1 | 3 | -12 | 97 | -26 | 99 | 97 | 15 | 97 | 102 | 8 | 98
11 | O=C(C1CC1)N1CCc2cc(Br)cc(S(=O)(=O)N3CCCCCC3)c21 | 15 | 2 | 100 | / | 102 | 98 | 23 | 101 | 98 | -2 | 98
12 | COc1ccc(-n2c(Cn3c(=O)sc4ccccc43)nnc2SCC(=O)N2CCCC2)cc1 | 8 | -18 | 102 | / | 101 | 102 | 15 | 101 | 103 | 9 | 97
13 | CC1CCc2nn(CC(=O)NCc3ccc4c(c3)OCO4)cc2C1 (stereo not given) | 22 | -4 | 99 | / | 95 | 95 | 14 | 97 | 99 | 4 | 98
14 | COc1cc2c(C)nc3onc(-c4ccccc4)c3c2cc1OC | 13 | -20 | ? | / | ? | ? | 33 | ? | ? | 22 | ?
15 | O=C(/C=C/c1ccco1)NCc1ccc2c(c1)OCO2 | 5 | -11 | 94 | 4 | 99 | 103 | 13 | 95 | 94 | 29 | 92
16 | COc1ccc(-c2nc(SC(CC(=O)NCc3ccccc3)c3ccc(OC)c(OC)c3)n[nH]2)cc1 (stereo not given) | 17 | -53 | 97 | -14 | 95 | 98 | 13 | 95 | 93 | 2 | 97
17 | COc1ccc(-n2c(C)cc(C(=O)CSc3nnc(-c4ccoc4C)n3C)c2C)cc1 | 8 | -7 | 102 | -3 | 97 | 98 | 16 | 97 | 108 | 15 | 98
18 | O=C(O)Cc1c[nH]c2cccc(O)c12 | 7 | 23 | 94 | / | 91 | 92 | 24 | 93 | 93 | 81* | 92
19 | CC1CCc2cc(F)ccc2N1C(=O)CSc1nnc2c3ccccc3n(C)c2n1 (stereo not given) | 14 | -34 | 101 | 2 | 102 | 104 | 31 | 103 | 104 | -17 | 100
20 | O=C(O)C1CC1C(=O)Nc1cc(F)ccc1F (stereo not given) | 6 | -15 | 99 | / | 97 | 100 | 12 | 97 | 99 | 14 | 94
21 | Cc1ccc(N2C(=O)CS(=O)C(c3ccccc3)C2=O)cc1C (stereo not given) | 6 | 5 | 94 | -12 | 96 | 105 | 13 | 97 | 96 | 5 | 94
22 | OCC(Cc1ccccc1)Nc1c2ccccc2nc2ccccc12 (stereo not given) | 3 | -25 | 96 | / | 100 | 102 | 10 | 101 | 106 | 23 | 103
23 | C=C(C)CC1N(c2cccc(OC)c2)C(=O)C2C(C(=O)O)C3C=CC21O3 (stereo not given) | 7 | -12 | 101 | / | 100 | 103 | 20 | 100 | 103 | 5 | 99
24 | CN(C)S(=O)(=O)c1cccc(N2C(=O)CC3(CCCCC3)CC2=O)c1 | 5 | 0 | 99 | 3 | 98 | 104 | 15 | 96 | 100 | 2 | 98
25 | CN(c1ccccc1)S(=O)(=O)c1cc(C(=O)OCC(=O)N2CCN(C(=O)c3ccco3)CC2)ccc1Cl | 9 | -16 | 88 | -29 | 98 | 107 | 13 | 97 | 99 | 10 | 95
26 | CCOC(=O)N1CCC(NC(=O)C2CCCN(c3nc4ccccc4o3)C2)CC1 (stereo not given) | 4 | -20 | 98 | / | 97 | 97 | 13 | 98 | 98 | 11 | 98
27 | COc1ccccc1C(=O)NNC(=O)c1nn(Cc2ccccc2)c(=O)c2ccccc12 | 9 | -26 | 96 | 7 | 96 | 94 | 12 | 95 | 96 | -29 | 96
28 | O=C1CNC(=S)N1c1nc(-c2ccccc2)cs1 | 13 | -19 | 95 | 18 | 95 | 99 | 20 | 96 | 97 | -10 | 96
29 | CS(=O)(=O)N(CC(=O)Nc1ccc(C(N)=O)cc1)C1CCCCC1 | 12 | -5 | 100 | 7 | 100 | 101 | 34 | 101 | 106 | 3 | 100
30 | O=C(COC(=O)CCSc1ccc(Cl)cc1)NCc1ccc(Cl)cc1 | 6 | 18 | 96 | 2 | 96 | 94 | 13 | 92 | 96 | 18 | 95
31 | CCCCN1CC(O)=C(c2nc(-c3ccc(Cl)cc3)cs2)C1=N | 4 | 47 | 97 | -5 | 97 | 97 | 33 | 98 | 96 | 64* | 96
32 | CCOC(=O)C1CN(S(=O)(=O)c2ccc(OC)cc2)c2cc(S(=O)(=O)CC)ccc2O1 (stereo not given) | 38 | -49 | 104 | -27 | 100 | 98 | 13 | 103 | 102 | 10 | 99
33 | Nc1[nH]c(N=NC(=O)c2ccccc2O)c2ccccc12 | 2 | -52 | 104 | 22 | 101 | 102 | 11 | 103 | 104 | 12 | 102
34 | Cc1cc(C)n(-c2cc(-n3nc(C)cc3C)ncn2)n1 | 15 | -5 | 98 | / | 100 | 96 | 9 | 100 | 94 | -4 | 97
35 | Cc1ccc(OCCNC(=O)c2cccc(Oc3ccc(C(F)(F)F)cc3[N+](=O)[O-])c2)cc1 | 12 | -11 | ? | / | ? | ? | 13 | ? | ? | -4 | ?
36 | CC(=O)NC(Cc1ccccc1C)C(=O)NC1CCN(c2ncccc2[N+](=O)[O-])CC1 (stereo not given) | 14 | 5 | 105 | 0 | 100 | 104 | 19 | 102 | 106 | -10 | 101
37 | O=C(CSc1nnc(SCc2cccc3ccccc23)s1)N=Nc1c(O)[nH]c2ccccc12 | 10 | 79* | 95 | / | 93 | 97 | 9 | 94 | 96 | 60* | 95
38 | COc1ccc(CC(=O)c2cc(OC)c(OC)cc2CC(=O)O)cc1OC | 13 | -10 | 104 | / | 100 | 100 | 19 | 102 | 102 | 16 | 98
39 | COc1ccccc1NC(=O)NC(=O)N(C(C)C)S(C)(=O)=O | 3 | -9 | 92 | / | 92 | 93 | 10 | 93 | 96 | 23 | 95
40 | C1=Nc2c(Nc3ccccc3)ncnc2Oc2ccccc21 | 4 | -6 | 98 | 0 | 102 | 99 | 14 | 103 | 106 | -2 | 101
41 | CCOC(=O)Nc1ccc(C(=O)Oc2ccccc2)c(O)c1 | 15 | -8 | 104 | / | 104 | 94 | 28 | 105 | 105 | 2 | 101
42 | CC(C)(C)c1ccc(C(=O)Nc2cnccn2)cc1 | 7 | -3 | 100 | -19 | 99 | 101 | 37 | 101 | 99 | 2 | 98
43 | O=C(O)C1Nc2c(C(=O)N3CCOCC3)cccc2C2C=CCC12 (stereo not given) | 10 | 5 | 101 | / | 95 | 94 | 15 | 98 | 117 | 80* | 99
44 | O=C(c1cnn2c(C(F)(F)F)cc(-c3cccs3)nc12)N1CCN(Cc2ccccc2)CC1 | 22 | -9 | 98 | / | 97 | 100 | 12 | 99 | 97 | 12 | 97
45 | CCCCCc1ccc(OCCCC[n+]2ccccc2)c(CCCCC)c1 | 10 | 1 | 95 | / | 98 | 96 | 25 | 96 | 102 | 25 | 97
46 | COCc1cc(C)nc(SCC[N+](C)(C)CC(=O)c2ccc(Br)cc2)c1C#N | 12 | -3 | 99 | 21 | 97 | 95 | 13 | 96 | 97 | 11 | 97
47 | Cc1c(Cl)cccc1NC(=S)NCCC(c1ccccc1)c1ccccc1 | 4 | -9 | 102 | -11 | 96 | 97 | 18 | 100 | 105 | -8 | 97
48 | O=C(c1ccc([N+](=O)[O-])cc1)N1CCC(Cc2ccccc2)CC1 | 22 | 5 | 94 | -23 | 98 | 107 | 12 | 99 | 100 | 8 | 97
49 | O=c1oc2cc(OCc3ccc(F)cc3F)ccc2cc1-c1ccccn1 | 12 | 0 | 101 | / | 101 | 102 | 33 | 103 | 104 | 7 | 99
50 | CC(C)(C)N1CC(c2nc3ccccc3n2Cc2ccc(F)cc2)CC1=O (stereo not given) | 13 | -14 | 99 | / | 99 | 95 | 56 | 96 | 100 | 11 | 98

(list continues)
no. | mol | Avidin fluor | Mcl1 Bid PPI | Cdc42 wt | Pf gametocyte | Rab2 wt GTP | Rab7 wt GTP bind | GSH bead fluor | HRas wt GTP | Rac1 wt GTP bind | Mcl1-Noxa inh | Rac1 mut GTP
51 | Cc1cccc2nc(CSc3nnc(N)s3)cn12 | 6 | -8 | 97 | / | 94 | 96 | 24 | 95 | 97 | 6 | 97
52 | COc1ccc(-n2nnnc2SCC(=O)N2CCN(C(=O)c3ccco3)CC2)cc1OC | 8 | -6 | 99 | -7 | 98 | 96 | 22 | 97 | 96 | 3 | 97
53 | Cc1ccc(S(=O)(=O)c2c(C)cc(C)nc2N2CCOCC2)cc1 | 11 | 14 | 99 | -11 | 95 | 97 | 15 | 96 | 98 | 3 | 98
54 | CC1(C)CC(=O)c2cnc(NC(=O)Cc3ccc(Cl)cc3)nc2C1 | 2 | -2 | 97 | / | 98 | 99 | 30 | 98 | 95 | -11 | 93
55 | Nc1nc2n(n1)C1(CCCCC1)C1=C(CCCC1)N2 | 8 | -70 | 97 | / | 92 | 94 | 38 | 96 | 96 | -30 | 94
56 | CC(=O)c1ccc(-n2nncc2C(C)(C)C)cc1 | 7 | -7 | 95 | -2 | 95 | 94 | 36 | 95 | 94 | 7 | 91
